VLA-4 inh = inhibition in a human VLA-4 binding assay; VLA-4 expressing cells, ligand binding flow cytometry; actives 0.2% (n = 330,000); P13612; inhibition, % (about 7 µM as worked out from the volumes in the protocol); in the data active = inhibition above about 50%
MCL1-BIM inh = MCL1-BIM-BH3 interaction inhibition (human); GST-MCL1 / FITC-Bim-BH3 fluorescence polarization; inhibition, % at 10.9 µM; actives 0.68% (n = 320,000); AID 2057;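 active = inhibition above the mean inhibition of all tested compounds plus 3 SD, set per campaign, cut at about 40% in these data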;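 also: 0% = DMSO wells and 100% = unlabeled Bim-BH3 peptide control; higher means more loss of mP so more displacement of Bim peptide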
Target sequence (Q07820 whole entry, looked up): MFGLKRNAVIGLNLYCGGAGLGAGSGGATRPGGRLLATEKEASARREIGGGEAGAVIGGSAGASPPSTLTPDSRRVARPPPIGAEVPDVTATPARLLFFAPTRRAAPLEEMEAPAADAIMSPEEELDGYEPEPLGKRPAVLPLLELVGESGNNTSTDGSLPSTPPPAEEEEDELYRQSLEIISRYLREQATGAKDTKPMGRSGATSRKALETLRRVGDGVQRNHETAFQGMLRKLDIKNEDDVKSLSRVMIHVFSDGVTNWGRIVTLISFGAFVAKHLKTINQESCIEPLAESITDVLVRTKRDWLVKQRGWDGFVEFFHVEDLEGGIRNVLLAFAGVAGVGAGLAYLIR
GRK2 inh = inhibitors of human GRK2 displacing RNA aptamer. P25098. bead flow cytometry, FAM-aptamer displacement from GRK2. inhibition of aptamer binding, % at 10 µM. actives 0.59% (n = 330,000). AID 488847;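 active = inhibition of aptamer binding above 40%, roughly 3 SD of noise, on plates passing a quality check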;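 also: median bead fluorescence of bound FAM aptamer so fluorescent compounds give negative values; no value below 0 was filed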
PME-1 primary = PME-1 (human) inhibition; actives 0.53% (n = 320,000); recombinant PME-1, FP-Rh probe fluorescence polarization; Q9Y570; inhibition, % at 5.9 µM; AID 2130;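 active = inhibition above the campaign mean of all compounds plus 3 SD, cut at about 26% in these data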;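 also: competitive labeling of PME-1 active site by serine hydrolase directed probe; 0% = PME-1 with DMSO and 100% = wells lacking PME-1 enzyme; inhibitors block probe labeling so polarization falls and inhibition rises; many of its hits are not listed in these tables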
GLD-1 TGE inh = GLD-1-TGE RNA interaction inhibition (C. elegans). purified GLD-1 + fluorescein TGE RNA, fluorescence polarization. inhibition, % at 5.96 µM. actives 0.44% (n = 320,000). AID 2280;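 active = percent inhibition above a per-plate cutoff, the plate mean of test compounds plus 3 SD, cut at about 30% in these data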;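 also: 0% = DMSO wells with GLD-1 and probe and 100% = wells lacking GLD-1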
Target sequence (Q17339 whole entry, looked up): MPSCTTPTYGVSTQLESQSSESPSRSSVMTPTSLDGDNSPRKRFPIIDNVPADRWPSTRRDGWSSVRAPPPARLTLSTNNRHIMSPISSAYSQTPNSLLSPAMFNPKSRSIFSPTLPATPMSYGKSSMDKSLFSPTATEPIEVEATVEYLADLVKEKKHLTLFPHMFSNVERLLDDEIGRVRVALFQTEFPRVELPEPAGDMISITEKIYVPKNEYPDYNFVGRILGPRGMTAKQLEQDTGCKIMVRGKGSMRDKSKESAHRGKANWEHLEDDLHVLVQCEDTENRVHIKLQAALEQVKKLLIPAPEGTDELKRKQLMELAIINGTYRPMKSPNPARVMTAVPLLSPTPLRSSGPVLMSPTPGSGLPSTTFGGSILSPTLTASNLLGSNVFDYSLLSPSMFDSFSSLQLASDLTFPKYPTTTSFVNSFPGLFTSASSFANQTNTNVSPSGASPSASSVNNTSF
Fam108B counter = counter-screen for RBBP9 inhibitors: inhibitors of mouse Fam108B; recombinant Fam108B, FP-Rh probe fluorescence polarization; AID 1947; inhibition, % at 9.51 µM; actives 0.33% (n = 300,000);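 active = inhibition above the screen mean inhibition plus 3 SD, computed separately per campaign, cut at about 18% in these data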;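 also: inhibitors lower polarization as less probe binds the enzyme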
Efflux pump inh = inhibitors of Candida antifungal efflux pumps expressed in yeast; S. cerevisiae Candida pump triplex, Nile Red efflux; inhibition, % at 10 µM; actives 0.44% (n = 330,000); AID 485275;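 active = plate passing quality check with inhibition over a set limit, or well fluorescence over plate mean plus 4 SD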;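 also: Nile Red retained in pooled yeast measured as flow cytometry median fluorescence; 0% = buffer negative control and 100% = Enniatin B positive control; higher means more Nile Red kept so more efflux inhibition; some compounds called inactive have numbers as strong as hits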
MEX-5 binding = C. elegans MEX-5 TCR-2 RNA binding activity; Q9XUB2; MEX-5/FITC-TCR2 RNA binding, fluorescence polarization; active compounds read low; activity score (negative = inhibition of binding), % at 10 µM; actives 0.38% (n = 300,000); AID 1832;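 active = inhibition past about -25% in most replicates, and total fluorescence under double the plate's negative control median, limit read from the data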;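 also: 0% = DMSO and -100% = 5 µM competing unlabeled TCR2 RNA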
Bcl-xL primary = Bcl-xL (human) inhibition; GST-Bcl-xL / FITC-Bim BH3 peptide fluorescence polarization; inhibition, % at 10.9 µM; actives 0.7% (n = 320,000); AID 2129;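 active = inhibition above the mean of all tested compounds plus 3 SD, cutoff set per campaign, cut at about 30% in these data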;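 also: 0% = DMSO wells and 100% = unlabeled Bim-BH3 peptide competitor; inhibitors lower millipolarization by displacing the labeled peptide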
Target sequence (Q07817 whole entry, looked up): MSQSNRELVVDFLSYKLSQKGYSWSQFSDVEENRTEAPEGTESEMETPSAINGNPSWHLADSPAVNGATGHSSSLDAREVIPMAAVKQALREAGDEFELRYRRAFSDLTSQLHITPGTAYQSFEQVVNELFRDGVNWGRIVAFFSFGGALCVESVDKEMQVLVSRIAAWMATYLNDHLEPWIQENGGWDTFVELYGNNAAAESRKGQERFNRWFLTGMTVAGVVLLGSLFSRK
* = called active by the depositor; . = no result given. Only part of the results is shown. The share of hits here may be higher or lower than overall.

Results follow in this order: VLA-4 inh, MCL1-BIM inh, GRK2 inh, PME-1 primary, GLD-1 TGE inh, Fam108B counter, Efflux pump inh, MEX-5 binding, Bcl-xL primary
O=Cc1c(NCc2ccc(F)cc2)c2ccccc2[nH]c1=O
  -4, 8, 1, 1, -1, 12, -0.2, 2.7, 0
C[C@H]1[C@H](NC(=O)C(=NOC(C)(C)C(=O)O)c2csc(N)n2)C(=O)N1S(=O)(=O)O
  -11, 3, 0, -1, 4, 1, 0.0, ., 3
Cc1ccc(N2C(=O)CN(Cc3ccccc3)C2=S)cc1C
  11, -2, 1, 2, 2, -2, 0.1, 1.1, -3
O=C(COC(=O)Cc1ccc(Br)cc1)NCc1ccc(F)cc1
  6, -4, 1, -1, 7, 0, -0.1, 0.3, -3
C=CC(COCc1ccccc1)N(C(=O)OC(C)(C)C)S(=O)(=O)c1ccccc1Br (stereo unspecified)
  20, 7, 3, 0, 3, 0, 0.0, 1.1, 3
Cc1[nH]c2ccc(F)cc2c1CCN(Cc1ccncc1)C(=S)Nc1cccc(F)c1
  -18, 1, 0, -2, 0, -2, -0.1, 2.0, 1
Cc1ccc2c(c1)N(CCC(=O)NCc1cccs1)C(=O)C(C)O2 (stereo unspecified)
  8, 9, 1, -2, -3, 5, -0.1, 0.6, 2
COc1ccc2nc(NC(=O)c3ccoc3C)sc2c1
  -3, 10, 0, 1, 2, -4, 7.5*, 0.2, 1
CC(=O)Nc1ccc(S(=O)(=O)Nc2ccccc2C(=O)N2CCCCC2)cc1
  0, -7, 0, 13, 8, 3, 0.6, -0.4, 1
Cc1ccccc1C(=O)NC(=S)NCCc1ccccc1
  -9, -7, 0, 0, -1, -10, 0.5, -2.0, -6
COc1cc(O)cc2c1[C@@H]1Oc3c(ccc(O)c3CC=C(C)C)[C@@H]1CO2
  -17, 0, 0, -2, 9, -2, 0.4, 2.3, -1
c1ccc(-n2nc3ccccc3n2)cc1
  1, 2, 0, 0, -3, -1, 0.0, 0.6, 2
O=C1CC(N2CCN(c3ccccc3Cl)CC2)C(=O)N1c1ccccc1 (stereo unspecified)
  -1, 6, 2, 0, -1, 0, 0.2, -1.7, 7
Cc1cccc(N(CC(=O)NC2CC3CCC2C3)S(=O)(=O)c2ccccc2)c1 (stereo unspecified)
  -11, 5, 0, 0, 6, 5, 0.3, -0.1, 0
CN(C)CCNc1c(N)c(=O)oc2ccccc12
  -6, 2, 1, 2, 0, -1, 0.0, -1.8, 2
Cc1ccc(S(=O)(=O)CC(=O)c2ccccc2[N+](=O)[O-])cc1
  0, 10, 0, 2, 1, 3, -0.2, -2.3, 7
Cc1nc2ccccc2n1-c1nc(-c2ccco2)cc(C(F)(F)F)n1
  0, 0, 0, 1, 1, 0, 0.4, -1.5, 4
Cc1ccc(S(=O)(=O)N(C)C)cc1NC(=O)COC(=O)COc1ccc2c(c1)CCC2
  30, -5, 2, -2, 12, -1, -0.1, 3.2, 2
CCOC(=O)[C@H]1[C@H]2COc3ccc(OC)cc3[C@@H]2N2C(=O)CN(C)C(=O)[C@@]12C
  15, 3, 1, -2, 0, ., -0.2, ., 4
COc1cccc2sc(N(CCCN(C)C)C(=O)COc3ccc(Cl)cc3)nc12
  26, -1, 0, 5, -6, -5, 0.0, 0.1, 6
COCCNc1nc(=S)[nH]c2cc(OC)c(OC)cc12
  1, 10, 1, 5, -4, 0, -0.2, -0.4, 7
COc1ccc2[nH]c(=O)c(CN(C(C)=O)c3ccc(C)c(C)c3)cc2c1
  4, 7, ., -2, -1, -2, -0.1, -0.7, 1
CC(Sc1nnc2ccccn12)C(=O)Nc1ccc(N2CCOCC2)cc1 (stereo unspecified)
  4, ., 1, ., -2, ., -0.1, ., .
CN(C)c1ccc(N/C=C/C(=O)C(C)(C)C)cc1
  0, 35, 4, 6, 3, 6, 0.1, 0.0, 32*
O=C(c1cnn2c(C(F)(F)F)cc(-c3ccco3)nc12)N1CCCc2ccccc21
  8, 4, 2, 1, -1, 3, 0.0, -2.2, 6
Cc1ccc2cc(C#N)c(SCc3nnc(-c4ccccc4[N+](=O)[O-])o3)nc2c1
  -3, 0, 0, 35*, 1, 4, 0.2, -4.5, 3
CC(C)(C)c1ccc(OCCOc2ccc(C(C)(C)C)cc2NC=O)c(NC=O)c1
  9, 4, 1, -19, 11, -14, 0.6*, 1.2, 3
CCc1ccc2ncc(S(=O)(=O)c3ccc(C)c(C)c3)c(N3CCCC3)c2c1
  4, 6, 0, -4, 3, -4, -0.1, 3.1, 6
CCCCOC(=O)C1=C(C)Nc2ncnn2C1c1cc(OC)c(OC)cc1OC (stereo unspecified)
  11, 2, 0, -5, -3, -1, 0.2, 0.7, 4
COc1ccccc1OCCCC(=O)Nc1ccc([N+](=O)[O-])cc1Br
  11, 1, 2, 6, 8, 4, 0.1, 0.1, 0

Ordered by SMILES length (largest number first): seven of the compounds above.
Results follow in this order: VLA-4 inh, MCL1-BIM inh, GRK2 inh, PME-1 primary, GLD-1 TGE inh, Fam108B counter, Efflux pump inh, MEX-5 binding, Bcl-xL primary
Cc1ccc2cc(C#N)c(SCc3nnc(-c4ccccc4[N+](=O)[O-])o3)nc2c1
  -3, 0, 0, 35*, 1, 4, 0.2, -4.5, 3
O=C(c1cnn2c(C(F)(F)F)cc(-c3ccco3)nc12)N1CCCc2ccccc21
  8, 4, 2, 1, -1, 3, 0.0, -2.2, 6
CCc1ccc2ncc(S(=O)(=O)c3ccc(C)c(C)c3)c(N3CCCC3)c2c1
  4, 6, 0, -4, 3, -4, -0.1, 3.1, 6
CCCCOC(=O)C1=C(C)Nc2ncnn2C1c1cc(OC)c(OC)cc1OC (stereo unspecified)
  11, 2, 0, -5, -3, -1, 0.2, 0.7, 4
COc1ccccc1OCCCC(=O)Nc1ccc([N+](=O)[O-])cc1Br
  11, 1, 2, 6, 8, 4, 0.1, 0.1, 0
CC(Sc1nnc2ccccn12)C(=O)Nc1ccc(N2CCOCC2)cc1 (stereo unspecified)
  4, ., 1, ., -2, ., -0.1, ., .
CN(C)c1ccc(N/C=C/C(=O)C(C)(C)C)cc1
  0, 35, 4, 6, 3, 6, 0.1, 0.0, 32*

(cont.)
Results follow in this order: VLA-4 inh, MCL1-BIM inh, GRK2 inh, PME-1 primary, GLD-1 TGE inh, Fam108B counter, Efflux pump inh, MEX-5 binding, Bcl-xL primary
Cc1n[nH]c(=O)c2c1nnn2Cc1ccccc1Cl
  3, ., 6, ., ., ., -0.3, 1.1, .
CCCOc1cccc(-c2nn(-c3ccccc3)cc2/C=C(\C#N)C(=O)NCCCn2ccnc2)c1
  -22, -12, 0, -18, -12, -13, 0.9, 2.7, 2
COc1ccccc1N(CC(=O)NC(C)(C)C)C(=O)CCC(=O)Nc1nccs1
  -3, 0, 0, -1, 3, 0, -0.1, 3.7, 5
CCOc1ccccc1NC(=O)CSc1nnc(-c2ccccc2Cl)n1Cc1ccco1
  -19, -3, 0, 5, 3, 0, -0.1, 1.1, 1
CCOC(=O)C1=C(CCc2ccccc2)NC(=O)NC1c1ccc(Br)cc1 (stereo unspecified)
  42, -6, 0, -6, -3, 0, 0.2, 2.5, -3
COc1ccc(Cn2c(-c3ccc(Br)cc3)c[n+]3ccccc23)cc1
  9, 5, 0, -4, 5, 1, 0.0, -1.4, 2
CCc1ccccc1N1CN(Cc2ccco2)CNC1=S
  10, 0, 1, -5, -2, -3, 0.0, ., 1
COc1ccccc1CNC(=O)COc1ccc([N+](=O)[O-])cc1
  8, 0, 0, 2, 7, -1, -0.2, 3.4, -1
Cc1cccc(C)c1OCC(=O)NNC(=O)CNC(=O)c1ccc(OC(F)F)cc1
  -11, -11, 0, -3, 0, ., 0.0, ., -1
Cc1nn(C)cc1NC(=O)CCSc1nc(-c2ccco2)cc(C(F)(F)F)n1
  -1, 6, 0, -6, -3, 3, -0.1, 1.4, 4
COc1cccc(NC2SC(=O)N(c3ccccc3)C2=O)c1 (stereo unspecified)
  4, -1, 1, -3, 6, 1, 0.2, -0.1, 3
c1ccc2c(c1)CCN(Cc1nnnn1Cc1ccc3c(c1)OCO3)C2
  21, 4, 2, -2, 6, 4, 0.0, -0.1, -2
Cc1cccc(C)c1OCc1nnc2c3cnn(C)c3ncn12
  0, -1, 0, 2, 5, 1, 0.0, -5.4, 1
COc1ccc(CC(=O)N(C)Cc2cccc(F)c2)cc1S(=O)(=O)N1CCOCC1
  15, -4, 0, 0, 3, 2, 0.1, 1.2, -1
Cn1c(SCC(=O)OC2CCCCC2)nnc1-c1ccc2c(c1)OCO2
  -5, 4, 2, 0, 5, 0, 0.1, -1.0, 0
O=C(CNC(=O)c1ccc(Br)o1)NNC(=O)c1ccc(Cl)cc1
  1, 1, 1, -4, -4, ., -0.2, ., 0
CCOC(=O)C(C)Oc1ccc2c(-c3cccc([N+](=O)[O-])c3)cc(=O)oc2c1 (stereo unspecified)
  11, 1, 4, 3, 2, 3, 0.1, 0.3, 7
Cc1cc(C)n(-c2ccc(C(=O)Nc3ccc(S(=O)(=O)N(C)C)cc3)cc2)n1
  -22, 1, 0, 4, 2, 2, 0.1, -1.1, 4
CCOC(=O)c1c(N2C(=O)Nc3cc(Cl)c(Cl)cc3N2O)sc2c1CCCCC2
  -1, 17, 6, 9, 3, 10, 0.6, ., 15
CCOC(=O)c1cc(-c2ccccc2)sc1NC(=O)CSc1nncs1
  16, 1, 1, -2, -1, -4, 0.0, -2.2, 0
COc1ccccc1CCc1nnc(CCC(=O)NCC[C@@H]2C[C@@H]3C=C[C@H]2C3)o1
  7, 8, 0, 0, 3, -1, -0.1, -1.7, 3
CS(=O)(=O)Nc1cc2c3c(c1)CCC(=O)N3CCC2
  0, -8, 7, 4, -7, -2, 0.5, -1.4, 0
Cc1ccc([N+](=O)[O-])c2cccnc12
  -6, 10, 1, 2, -3, 3, -0.1, -1.8, 8
Cc1cc(NC(=O)CCC(=O)N(c2ccccc2)C(C(=O)NC2CCCC2)c2ccncc2)no1 (stereo unspecified)
  23, -2, 0, -5, 2, -5, 0.0, -0.3, 7
COc1ccc(-c2nn(-c3ccccc3)cc2C(=O)N2CCN(S(=O)(=O)c3ccccc3C#N)CC2)cc1
  4, -11, 0, -2, 3, -3, 0.1, -0.1, -10
COc1cc(NC(=O)COc2ccc(Cl)cc2)ccc1NC(=O)C(C)C
  5, -7, 5, -23, 5, 0, -0.1, 3.1, 1
Cc1cc(OC(=O)c2ccc(S(=O)(=O)N3CCCCC3)cc2)c([N+](=O)[O-])c(=O)[nH]1
  -3, 7, 0, 6, 3, 2, 0.0, 0.9, 11
CN(C(=O)CSc1ccc2c(c1)OCCO2)c1ccccc1
  17, ., 0, ., 4, ., 0.3, ., .
COc1cc2c(cc1OC)C(=O)CCS2
  -2, 6, 0, -4, 1, -2, -0.1, 0.3, 13
O=C(Nc1cccc(Cl)c1)C1=CC=CN2CCS(=O)(=O)N=C12
  2, ., 1, ., 6, ., -0.2, ., .
CN(C)S(=O)(=O)c1cccc(NC(=O)c2ccc(S(=O)(=O)N3CCCCC3)cc2)c1
  -6, -4, 0, 3, 4, -4, -0.1, 0.1, -8
Oc1ccc(/C=N/N=C(c2ccccc2)c2ccccc2)c(O)c1O
  9, 22, 2, 22, 7, 12, 0.1, ., 7

Bioassay records from PubChem.
